Compound activity as filed in PubChem.
Bfl-1 inhibitors: Bfl-1 inhibitors, primary screen, biochemical, fluorescence polarization, FITC-Bid, mouse (AID 432) | Bcl-2-related protein A1 (Mus musculus) | 64,000 tested, 0.02% active | FITC-Bid BH3 peptide fluorescence polarization displacement; higher % means a stronger effect | one-dose displacement, % at 20 µM; IC50 in µM for titrated hits; in the data active = a potency from the dose series; inactive = the rest, 99 in 100 with displacement below about 15%; note: strong numbers were not always called active
LYP phosphatase: LYP phosphatase inhibitors, primary screen, biochemical, DiFMUP fluorescence, recombinant catalytic domain, 10 µM (AID 606); 52,000 tested, under 10 active; recombinant LYP catalytic domain, DiFMUP fluorescence; higher % means a stronger effect; inhibition, % at 10 µM; hits with a dose series show IC50 in µM;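 active = IC50 under 40 µM in the dose-response test; inactive = IC50 of 40 µM or more, or never dose-tested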
KRASV12 cytotoxicity: cytotoxicity in KRAS-transformed pancreatic duct cells, primary screen, cell-based, fluorescence, HTS (AID 431); HPDE-C7K KRASV12 cells, Alamar Blue viability, 48 h; higher % means a stronger effect; cytotoxicity, % at 10 µM, or EC50 in µM where a hit was titrated; 63,000 tested, 1.7% active;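 active = compounds whose percent cytotoxicity in the single-dose primary screen, scaled between solvent and toxic-drug controls, exceeds 50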;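 note: 0% = DMSO solvent wells and 100% = doxorubicin-treated wells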
MK inhibit: S. pneumoniae MK inhibitors, primary screen, biochemical, PK/LDH-coupled NADH absorbance | mevalonate kinase [Streptococcus pneumoniae D39] | purified MK, PK/LDH-coupled NADH absorbance 340 nm | inhibition, % at 10 µM | 65,000 tested, 0.48% active | AID 555, 2006;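 active = ranked among the strongest by inhibition in the single 10 µM screen, a fixed top-ranked set picked for dose follow-up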; note: no value below 0 was filed
HT1080 viability: cytotoxicity in HT1080 fibrosarcoma cells, cell-based, fluorescence readout (AID 620); 87,000 tested, 0.42% active; cytotoxicity, % at 10 µM; hits with a dose series show EC50 in µM; HT1080 viability, fluorescence; higher % means a stronger effect;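 note: cells exposed to compound overnight then 4 h with Alamar Blue; 0% = vehicle DMSO and 100% = killing control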
TNAP inhibition: human TNAP enzyme inhibitors, biochemical, luminescent (AID 518); Alkaline phosphatase, tissue-nonspecific isozyme (Homo sapiens); purified TNAP enzyme, luminescent substrate readout; higher % means a stronger effect; one-dose inhibition, % at 20 µM; IC50 in µM for titrated hits; 64,000 tested, 0.09% active; in the data active = a potency from the dose series; inactive = the rest, 99 in 100 with inhibition below about 22%;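 note: plate controls were vehicle for no effect and reference inhibitor for full effect; many of its hits are not listed in these tables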
HPDE-C7 cytotoxicity: cytotoxicity in HPDE-C7 cells, cell-based, fluorescence, HTS (AID 430) | HPDE-C7 pancreatic duct cells viability, fluorescence; higher % means a stronger effect | 63,000 tested, 1.8% active | one-dose cytotoxicity, % at 10 µM; EC50 in µM for titrated hits;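 note: cells exposed to compound for 48 hours before viability readout; 0% = vehicle and 100% = reference cytotoxic drug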
Spn DPM-DC inh: S. pneumoniae DPM-DC inhibitors, primary screen, biochemical, PK/LDH-coupled NADH fluorescence | diphosphomevalonate decarboxylase (Streptococcus pneumoniae D39) | purified DPM-DC | calls only at 10 µM | 65,000 tested, 0.49% active;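 active = the 320 compounds with the highest percent inhibition in the single-dose primary screen, excluding strongly autofluorescent ones, cut at about 32% in these data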;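 note: kinetic rate of NADH fluorescence loss reporting ADP formed by the decarboxylase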
PMK inhibit: S. pneumoniae PMK inhibitors, primary screen, biochemical, mevalonate pathway, pilot trial included. phosphomevalonate kinase (Streptococcus pneumoniae D39). purified PMK, PK/LDH-coupled NADH absorbance 340 nm. inhibition, % at 10 µM. 65,000 tested, 0.49% active. AID 539, 2006;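 active = top-ranked compounds by inhibition in the single 10 µM screen, taking a fixed number of the strongest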;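 note: 0% = full reaction with DMSO carrier and 100% = background rate without enzyme reaction; no value below 0 was filed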
PMK inhibit pilot replicates: recorded beside PMK inhibit, whose call it bears; inhibition, %; measured here: pilot screen replicates
MK inhibit pilot replicates: second read-out of MK inhibit, no call of its own (marks repeat the call); inhibition, %; measured here: pilot screen replicates
Spn DPM-DC inh pilot screen %: further read-out of Spn DPM-DC inh, marked with its call; inhibition, %; measured here: pilot screen trials
Numbers without * were called inactive; i = inactive; x = not tested or not shown; + = active, no number. Cut-off read from the data, not from the text of the source, unless noted: active = cytotoxicity above about 50%; inactive = the rest.

SMILES | Bfl-1 inhibitors | LYP phosphatase | KRASV12 cytotoxicity | MK inhibit | HT1080 viability | TNAP inhibition | HPDE-C7 cytotoxicity | Spn DPM-DC inh | PMK inhibit | others
CCc1nnc(NC(=O)CSc2nnc(-c3ccccc3O)n2-c2ccc(C)cc2C)s1 | -15% | 10% | 61%* | 1 | 35% | 1% | 74%* | i | 8
O=C(COc1ncnc2ccccc12)NCc1ccc2c(c1)OCO2 | 5% | 3% | -6% | 4 | -4% | 7% | -2% | i | 4 | PMK inhibit pilot replicates=0.5;MK inhibit pilot replicates=4.5;Spn DPM-DC inh pilot screen %=0.0
COc1ccc(N2CCN(C(=O)C3CCC(Cn4c(=S)[nH]c5ccccc5c4=O)CC3)CC2)cc1 (stereo not drawn) | -5% | -1% | 6% | 6 | -1% | 5% | 9% | i | 2
CCCCc1cc(=O)oc2cc(OCC(=O)N(CC)CC)ccc12 | 6% | 9% | -15% | 9 | x | 2% | -11% | x | 0
O=C(CCCn1c(=S)[nH]c2cc3c(cc2c1=O)OCO3)N1CCc2ccccc2C1 | 4% | 18% | 10% | 2 | 15% | 7% | 25% | i | 15
Cc1ccc(NC(=O)COc2nc(C)cs2)cc1 | 0% | 5% | 13% | 4 | -6% | 13% | 2% | i | 22 | PMK inhibit pilot replicates=3.0;MK inhibit pilot replicates=0.5;Spn DPM-DC inh pilot screen %=0.0
CCNc1nc(N)nc(Oc2ccc(OCCOc3ccccc3)nn2)n1 | -11% | 8% | -2% | 12 | 2% | 6% | 1% | i | 4
CN(C)c1ccc(C2C3C(=O)N(c4ccc(C(=O)O)cc4)C(=O)C3ON2c2ccccc2)cc1 (stereo not drawn) | 0% | x | 26% | 11 | -3% | 6% | 14% | i | 8
c1ccc2c(c1)CCCN2Cc1nnc2n1CCCCC2 | -1% | 2% | -10% | 10 | -5% | 4% | -14% | i | 1
CC1CCN(c2oc(-c3ccccc3Cl)nc2C#N)CC1 | 0% | -4% | 6% | 4 | -12% | 13% | 1% | i | 3
CC1CCN(c2nc3c(c(=O)[nH]c(=O)n3C)n2Cc2ccccc2)CC1 | 2% | 10% | -6% | 4 | -4% | 2% | -17% | i | 0
COc1cccc(CN2C(=O)CN(C3CCCCC3)C(=O)C2c2ccc(F)cc2)c1 (stereo not drawn) | 1% | -3% | -4% | 2 | -3% | 13% | -12% | i | 21
Cc1ccc(C(=O)Nc2ccccc2NC(=O)c2ccc(C)o2)o1 | -6% | 6% | -5% | 11 | 12% | 5% | -6% | i | 16
OC1(c2ccc3c(c2)OCO3)CCN(Cc2ccccn2)CC1 | -3% | 7% | 15% | 4 | -25% | 10% | 2% | i | 12
CCC(C)NS(=O)(=O)c1ccc(OCC(=O)NCc2cccnc2)cc1 (stereo not drawn) | 0% | 4% | 21% | 13 | -1% | 9% | 41% | i | 10
COCC(=O)Nc1cc(OC)c(Cl)cc1OC | 2% | x | 0% | 7 | 4% | 9% | -1% | i | 9
CC(C)C(=O)Nc1ccc(NC(=O)c2cccc(F)c2)cn1 | -1% | -4% | -8% | 8 | -9% | 8% | -8% | i | 7
CCOC(=O)N1CCC(N2C(=O)c3ccccc3C2=O)CC1 | 2% | 6% | 7% | 8 | x | 8% | 2% | i | 6
CCCCNC(=O)CCCCCn1c(=O)[nH]c2cc(OC)c(OC)cc2c1=O | 4% | x | 1% | 9 | 18% | 10% | -5% | i | 0
Cc1ccc(-c2ccc(CCC(=O)O)n2NC(=O)c2ccco2)cc1 | 0% | 10% | 0% | 10 | 2% | 13% | 0% | i | 12

The closing four compounds of the part before lead into the next:
SMILES | Bfl-1 inhibitors | LYP phosphatase | KRASV12 cytotoxicity | MK inhibit | HT1080 viability | TNAP inhibition | HPDE-C7 cytotoxicity | Spn DPM-DC inh | PMK inhibit | others
CC(C)C(=O)Nc1ccc(NC(=O)c2cccc(F)c2)cn1 | -1% | -4% | -8% | 8 | -9% | 8% | -8% | i | 7
CCOC(=O)N1CCC(N2C(=O)c3ccccc3C2=O)CC1 | 2% | 6% | 7% | 8 | x | 8% | 2% | i | 6
CCCCNC(=O)CCCCCn1c(=O)[nH]c2cc(OC)c(OC)cc2c1=O | 4% | x | 1% | 9 | 18% | 10% | -5% | i | 0
Cc1ccc(-c2ccc(CCC(=O)O)n2NC(=O)c2ccco2)cc1 | 0% | 10% | 0% | 10 | 2% | 13% | 0% | i | 12
CCN(CC)S(=O)(=O)c1ccc(NC(=O)c2cccc3c2C(=O)N(CCOC)C3)cc1 | -3% | -5% | 8% | 10 | -2% | 13% | 6% | + | 18 | PMK inhibit pilot replicates=6.5;MK inhibit pilot replicates=1.0;Spn DPM-DC inh pilot screen %=1.5*
COc1ccc(-n2c(C)cc(C(=O)Cn3nnc4ccccc4c3=O)c2C)cc1 | -13% | -7% | 4% | 5 | -4% | 7% | 7% | i | 8
Cn1c(Cc2ccccc2)nnc1SCC(=O)Nc1ccc2c(c1)OCCO2 | -11% | x | -14% | 3 | 1% | 15% | -2% | i | 16
O=C(c1cncc(Br)c1)N1CCCc2ccccc21 | 2% | x | -11% | 0 | -2% | 4% | -7% | i | 0
Cn1c(=O)oc2cc(S(=O)(=O)N3CCCC3)ccc21 | 2% | 7% | -10% | 4 | 6% | -2% | -5% | i | 0
COc1ccccc1S(=O)(=O)Cc1ccc(C(=O)N2CCN(c3ccccn3)CC2)o1 | 3% | x | -7% | 4 | x | 15% | -12% | i | 10 | PMK inhibit pilot replicates=1.0;MK inhibit pilot replicates=3.5;Spn DPM-DC inh pilot screen %=0.5
O=C(c1ccc(-c2ccccc2)cc1)N1CCN(c2ncccn2)CC1 | 0% | 8% | -10% | 4 | -6% | 14% | -18% | i | 19 | PMK inhibit pilot replicates=3.5;MK inhibit pilot replicates=2.0;Spn DPM-DC inh pilot screen %=1.0
O=C(NC1(C(F)(F)F)C(=O)Nc2c1c(=O)[nH]c(=O)n2-c1ccccc1)c1cccnc1 (stereo not drawn) | 0% | 18% | -10% | 0 | 5% | 3% | 2% | i | 10
c1csc(-c2nc3nc4ccccc4nc3n2Cc2ccc3c(c2)OCO3)c1 | 17% | 8% | -12% | 2 | 22% | 8% | -6% | i | 11 | PMK inhibit pilot replicates=0.0;MK inhibit pilot replicates=0.0;Spn DPM-DC inh pilot screen %=21
CCCC(=O)Nc1cccc(C(=O)Nc2nccs2)c1 | 3% | 3% | -5% | 5 | 1% | 5% | -5% | i | 13
COc1ccc(-c2noc(-c3ccccc3C(=O)Nc3cccnc3)n2)cc1 | -4% | x | -5% | 9 | 10% | 9% | -14% | i | 12 | PMK inhibit pilot replicates=2.0;MK inhibit pilot replicates=0.0;Spn DPM-DC inh pilot screen %=0.0
CCn1c(Cc2ccccc2)nnc1SCC(=O)Nc1nc(C)c(C)s1 | 3% | 9% | -1% | 2 | -18% | 11% | 4% | i | 19
Cc1ccc(OCCC(=O)OCC(=O)Nc2ccc(Cl)cn2)cc1 | -3% | -2% | -8% | 6 | -1% | 9% | -10% | i | 0
O=C(c1ccco1)N1CCN(C(c2ccccn2)c2nnnn2C2CCCC2)CC1 (stereo not drawn) | 1% | 7% | -4% | 4 | 0% | 12% | -10% | i | 11
CCOc1ccc(-n2c(COc3ccccc3)nnc2SCC(N)=O)cc1 | 7% | 13% | -22% | 2 | -8% | -4% | -33% | i | 0
Clc1ccc(NC2=NCCC2)cc1Cl | -8% | x | -1% | 0 | -1% | 7% | 9% | i | 3
COc1cc2[nH]c(=S)n(NC(=O)CC(C)C)c(=O)c2cc1OC | -10% | 13% | -13% | 12 | -6% | 8% | -2% | i | 0
Cc1cc2nc(SC(C)C(=O)O)[nH]c2cc1C (stereo not drawn) | 1% | 0% | -2% | 9 | -4% | 6% | 0% | i | 9
O=C(c1cccc(Cl)c1)N(Cc1cccs1)C1CCS(=O)(=O)C1 (stereo not drawn) | -3% | 1% | 0% | 3 | 7% | 14% | -6% | i | 10
N#CCC(=O)N1CCn2c1nc1ccccc12 | -3% | -5% | -15% | 8 | -1% | 15% | -11% | i | 14 | PMK inhibit pilot replicates=11;MK inhibit pilot replicates=0.0;Spn DPM-DC inh pilot screen %=2.0
CC(C)(C)OC(=O)N1CCC[C@@H]1C(=O)N1CCC(C(=O)O)CC1 | -4% | 0% | 8% | 7 | 3% | 12% | -3% | i | 0
CC(=O)Nc1ccc(C(=O)CSc2nnnn2C(C)C)cc1 | 5% | 1% | -8% | 6 | 3% | 9% | -6% | i | 8
CN(C)c1nc(N)nc(CSc2n[nH]c(-c3ccccc3)n2)n1 | -1% | -2% | 11% | 11 | -2% | 42% | 9% | i | 13
COC(=O)c1cc(NCc2ccccc2F)ccc1N1CCOCC1 | -8% | 8% | -2% | 12 | 5% | 4% | -12% | i | 17
COc1ccc(N2CCN(c3oc(COc4ccc(Cl)cc4Cl)nc3C#N)CC2)cc1 | -3% | x | 10% | 7 | 31% | 7% | 5% | i | 9
CCOC(=O)CNC(=O)CSc1nc2ncc(Br)cc2[nH]1 | -11% | x | -3% | 10 | 5% | 18% | -12% | i | 9
CC1CCN(c2nnc(N)s2)CC1 | -2% | 14% | 2% | 0 | 3% | 5% | -4% | i | 4
COc1ccccc1C(c1nnnn1C(C)(C)C)N1CCCCCC1 (stereo not drawn) | 0% | 4% | -6% | 1 | -12% | 7% | -5% | i | 14
COc1ccccc1NC(=O)c1cc(S(=O)(=O)N2CCOCC2)ccc1Cl | -5% | 20% | -7% | 5 | 2% | 11% | -8% | i | 4
O=C(CCCn1c(=O)[nH]c2cc(Cl)ccc2c1=O)NCCCN1CCCC1 | -1% | x | -19% | 7 | x | -3% | -21% | i | 0
CC(=O)c1c(COC(=O)c2ccco2)nc2ccccc2[n+]1[O-] | -3% | 11% | -13% | 4 | 3% | 5% | -5% | i | 4
CC1=C(C(=O)OCc2ccccc2)C(c2ccccc2OC(F)F)NC(=O)N1 (stereo not drawn) | -4% | 5% | -17% | 6 | 6% | 10% | -23% | i | 0
Cc1ccc(C)c(C(=O)NCCN(C)C)c1 | -2% | -2% | -6% | 18 | -1% | 7% | -1% | i | 14

3 compounds already listed, ordered by length of the SMILES, descending.
SMILES | Bfl-1 inhibitors | LYP phosphatase | KRASV12 cytotoxicity | MK inhibit | HT1080 viability | TNAP inhibition | HPDE-C7 cytotoxicity | Spn DPM-DC inh | PMK inhibit | others
CC(C)(C)OC(=O)N1CCC[C@@H]1C(=O)N1CCC(C(=O)O)CC1 | -4% | 0% | 8% | 7 | 3% | 12% | -3% | i | 0
O=C(CCCn1c(=O)[nH]c2cc(Cl)ccc2c1=O)NCCCN1CCCC1 | -1% | x | -19% | 7 | x | -3% | -21% | i | 0
COc1ccccc1C(c1nnnn1C(C)(C)C)N1CCCCCC1 (stereo not drawn) | 0% | 4% | -6% | 1 | -12% | 7% | -5% | i | 14
